Screening data as filed in PubChem BioAssay.
KAT2A inh: inhibitors of human GCN5L2 histone acetyltransferase. Q92830. GCN5L2 HAT assay, ThioGlo1 CoA-SH fluorescence. Potency, µM (titrated, usually from 58.9 µM), for the others: at the top dose activity change, negative = inhibition, actives largely listed as inhibitors. actives 0.21% (n = 390,000)
Target sequence (Q92830 whole entry, looked up): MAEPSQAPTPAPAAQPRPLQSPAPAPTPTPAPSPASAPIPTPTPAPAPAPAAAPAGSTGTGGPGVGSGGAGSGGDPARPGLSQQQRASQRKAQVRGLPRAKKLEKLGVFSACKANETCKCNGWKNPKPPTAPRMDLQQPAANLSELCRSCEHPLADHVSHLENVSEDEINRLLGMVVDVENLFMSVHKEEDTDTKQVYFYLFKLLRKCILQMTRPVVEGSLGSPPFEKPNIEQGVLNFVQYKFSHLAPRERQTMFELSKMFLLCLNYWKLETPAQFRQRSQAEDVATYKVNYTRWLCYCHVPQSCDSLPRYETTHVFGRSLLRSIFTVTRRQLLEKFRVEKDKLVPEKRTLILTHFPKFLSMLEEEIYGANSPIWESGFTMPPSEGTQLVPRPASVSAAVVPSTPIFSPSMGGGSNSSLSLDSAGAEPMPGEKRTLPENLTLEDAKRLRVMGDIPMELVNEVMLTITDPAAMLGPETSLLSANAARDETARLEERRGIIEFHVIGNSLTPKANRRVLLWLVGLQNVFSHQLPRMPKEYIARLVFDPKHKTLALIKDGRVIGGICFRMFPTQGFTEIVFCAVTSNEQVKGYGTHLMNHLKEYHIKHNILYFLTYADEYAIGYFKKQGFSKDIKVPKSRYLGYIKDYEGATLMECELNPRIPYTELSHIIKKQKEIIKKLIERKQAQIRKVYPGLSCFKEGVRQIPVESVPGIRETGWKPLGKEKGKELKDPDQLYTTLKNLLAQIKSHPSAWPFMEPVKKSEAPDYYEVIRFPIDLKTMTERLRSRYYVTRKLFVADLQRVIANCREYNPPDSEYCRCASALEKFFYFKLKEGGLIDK
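Titration-based screen in which CoA formation is detected via maleimide probe ThioGlo1 (50uM) turning fluorescent on thiol reaction; substrates H3(1-25) 75uM and acetyl-CoA 70uM, GCN5L2 20nM, 20 min incubation at room temperature.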
TDP1 cell noCPT: qHTS for Inhibitors of human tyrosyl-DNA phosphodiesterase 1 (TDP1): qHTS in cells in absence of CPT | DT40 Tdp1-/- hTDP1 cells, no CPT, ATP luminescence, 48 h | Potency, µM (top dose mostly 46.2 µM), for the others: top-dose activity change, negative = growth inhibition, hits mostly inhibitors | actives 15% (n = 420,000); also: nearly all actives have a fitted effect of over 55% in size
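Luminescent ATP content (CellTiter-Glo) served as the growth readout. Knockout chicken DT40 cells expressing human TDP1 were exposed to compounds without camptothecin for a minimum 48 hr at 37 °C.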
DT40 TDP1 CPT: growth inhibition of DT40 Tdp1-/-;hTDP1 cells with camptothecin (screen for TDP1 inhibitors); AID 686979; Potency, µM (top dose mostly 46.2 µM), without a hit: top-dose activity change, negative = growth inhibition, hits mostly inhibitors; chicken DT40 Tdp1-/-;hTDP1 cells + 20 nM CPT, ATP luminescence, 48 h; actives 12% (n = 420,000); also: nearly all actives have a fitted effect of over 55% in size
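Cell growth measured by CellTiter-Glo luminescence after a minimum 48 h, 37 C compound exposure with 20 nM CPT in Tdp1-knockout DT40 cells stably expressing hTDP1, seeded 400/well; qHTS titration format.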
* hit, by the source's call; u = inconclusive; x = no result given; & = joins results of further samples; [ ] = remark or other dose. Calls follow the shape of the dose curve; as a rule, active = well fitted curve in the direction sought with a large enough effect; inconclusive = small, poorly fitted or top-dose-only effect, or another doubt; inactive = no such curve, though single readings can be large; an effect the other way counts as inactive or inconclusive. % is scaled to controls: 0 for no effect and ±100 for the full control effect; potency is read from the fitted curve at half-maximal effect.

canonical_smiles | KAT2A inh | TDP1 cell noCPT | DT40 TDP1 CPT
COc1ccc(-c2cc(C(=O)N3CCN(c4ccccc4F)CC3)c3ccccc3n2)c(OC)c1 | -4% | 18µM* | u
O=C(Nc1nc2ccc(S(=O)(=O)N3CCCC3)cc2s1)C1CCCCC1 | -21% | 4.6µM* | 2.6µM*
CC(=O)N1CCC[C@@]2(CCN(Cc3cc(C(F)(F)F)cc(C(F)(F)F)c3)C2)C1 | -5% | -28% | -14%
COc1ccc2nc3ccccc3nc2c1N | -11% | 8.2µM* | u
Cc1ccn(CC(=O)N2CCCC(N3CCN(c4ccc(F)cc4)CC3)C2)n1 (configuration not stated) | 2% | 17% | -7%
CCOC(=O)N1CCN(C(=O)CN(C)S(=O)(=O)c2ccc(Cl)cc2)CC1 | 1% | 9% | 1%
CCCn1c(=S)[nH]c2ccccc2c1=O | 0% | u | -20%
O=C(Nc1cccc(Cl)c1)c1ccc(F)c(S(=O)(=O)NCc2ccc3c(c2)OCO3)c1 | -11% | 26µM* | -22%
O=C(/C=C/c1ccco1)NC(=S)N1CCCCC1 | -4% | -11% | -15%
CC(C)Cn1c(S(=O)(=O)O)nc2ccccc21 | -12% | 4% | 0%
CNC(=O)c1ccc(-c2ccc(Cl)c(Cl)c2)s1 | -11% | u | 6%
Cc1onc(-c2c(F)cccc2Cl)c1C(=O)Nc1nnc(-c2ccccc2)s1 | -4% | -29% | u
CNS(=O)(=O)c1cccc(C(=O)OCC(=O)N2CCCC2)c1 | -4% | -17% | 5%
Cc1ccc(NC(=O)C2C3CCCC2C3c2ccccc2)cc1 (configuration not stated) | 32%[activator] | -17% | -21%
Cc1ccc2nc(CNC(=O)c3cc(NC(=O)c4ccccc4)cc4ncn(C5CCCC5)c34)cn2c1 | x | -15% | 5%

Record cards, as listed above. Values in the order: KAT2A inh | TDP1 cell noCPT | DT40 TDP1 CPT
CNC(=O)c1ccc(-c2ccc(Cl)c(Cl)c2)s1 across the screens: -11% | u | 6%
O=C(/C=C/c1ccco1)NC(=S)N1CCCCC1 across the screens: -4% | -11% | -15%

The results go on.
canonical_smiles | KAT2A inh | TDP1 cell noCPT | DT40 TDP1 CPT
COCCN=C1N[C@@H](c2ccccc2)C(C(=O)OC)=C(C)N1Cc1ccccc1 | u | 23µM* | u
CC(C)Nc1nc(Oc2ccc(Cl)cc2Cl)cc(C(F)(F)F)n1 | -8% | -1% | -22%
CCOc1ccccc1N(CC(=O)NC1CCCCC1)C(=O)CNC(=O)c1ccco1 | 0% | -3% | -2%
CCN(C(=O)c1cccs1)C1CCS(=O)(=O)C1 (configuration not stated) | -2% | u | -3%
COc1ccc(NCc2nnc(SCc3ccccc3)n2-c2ccc(OC)cc2)cc1 | 9% | u | -9%
COC(=O)c1cc2sc(Cl)cc2n1CC(=O)NCC1CCCO1 (configuration not stated) | 2% | -40% | -18%
NC(Cc1ccccc1)C(=O)N1CCCCC1 (configuration not stated) | -20% | 12% | 15%
Cc1nn(C(C)C(=O)NCCCc2ccccc2)c(=O)c2nn(-c3ccccc3)c(C)c12 (configuration not stated) | -1% | u | u
O=C(NCCNC1CCC(c2ccccc2)CC1)c1ccc(F)cc1 (configuration not stated) | 9% | u | u
Cc1ccccc1C(=O)Nc1ccccc1C(=O)NCC(C)C | 31%[activator] | u | u
COc1ccccc1C(=O)Nc1ccnn1C1CCN(CCCC2CCCC2)CC1 | -1% | u | u
COc1cc(NC(=S)N2CCC(C(O)(c3ccccc3)c3ccccc3)CC2)cc(OC)c1 | -8% | u | u
O=C(COC(=O)/C=C/c1cccc(F)c1)Nc1ccccc1-c1ccccc1 | -9% | 6% | -7%
COc1ccc(-c2cc(C(=O)N3CCN(c4ccccc4OC)CC3)no2)cc1 | -10% | u | -1%
O=C(COC(=O)C1=COCCO1)Nc1cc(C(F)(F)F)ccc1Cl | 1% | -1% | -25%

Of the compounds above, these contain a furan ring, fused or not.
canonical_smiles | KAT2A inh | TDP1 cell noCPT | DT40 TDP1 CPT
O=C(/C=C/c1ccco1)NC(=S)N1CCCCC1 | -4% | -11% | -15%
CCOc1ccccc1N(CC(=O)NC1CCCCC1)C(=O)CNC(=O)c1ccco1 | 0% | -3% | -2%

(list continues)
canonical_smiles | KAT2A inh | TDP1 cell noCPT | DT40 TDP1 CPT
COc1cc(CN2CCN(CC#Cc3ccccc3)CC2CCO)cc(OC)c1 (configuration not stated) | -5% | u | u
Cc1ccc(C(NC(=O)NCCCN2CCOCC2)=C(Cl)Cl)cc1F | -6% | 13µM* | 11µM*
COc1ccc(C(=O)NC2CC2)cc1OC1CCN(C/C=C/c2ccccc2)CC1 | 9% | 23µM* | u
COc1ccc(C(O)c2ncc(-c3cccc4ccccc34)[nH]2)cc1F (configuration not stated) | x | u | u
C=CCSc1nnc(NC(=O)c2nc(SCC)ncc2Cl)s1 | -1% | -4% | u
Nc1nc(SCC(=O)NC2CCCCCC2)[nH]c(=O)c1-c1ccccc1 | 1% | -11% | -12%
CCOC(=O)c1c(CN2CCCCC2)n(C)c2cc(Br)c(OC)cc12 | u | 11µM* | u
CC(NS(=O)(=O)c1ccc(CCC(=O)NCC2CCCO2)cc1)c1ccccc1 (configuration not stated) | 0% | -14% | -6%
CC(C)OC(=O)N(C)C[C@H]1OCc2cnnn2CCCC(=O)N([C@H](C)CO)C[C@H]1C | x | 2% | -15%
NC(=O)C(c1ccc(Cl)cc1)c1ncc(C(F)(F)F)cc1Cl (configuration not stated) | -4% | -16% | -14%
COc1ccc(NC(=O)C2CCN(c3nc(C)cc(C)n3)CC2)cc1 | -5% | -29% | -9%
CCCCNC(=S)Nc1cc([N+](=O)[O-])ccc1C | -7% | -4% | 0%
CC(C)(C)OC(=O)N[C@H](C(=O)OC(C)(C)C)c1ccc(C(F)(F)F)cc1 | -21% | 2% | -7%
COc1cc(/C=C2/NC(=O)NC2=O)cc(Br)c1OCc1ccc(C(=O)O)cc1 | -12% | -3% | 5%
NS(=O)(=O)c1ccc(NC(=O)c2cccc(N3C(=O)c4ccccc4C3=O)c2)cc1 | -8% | -10% | -5%

3 entries from above, with two lines to a compound:
Fields: KAT2A inh	TDP1 cell noCPT	DT40 TDP1 CPT
CC(NS(=O)(=O)c1ccc(CCC(=O)NCC2CCCO2)cc1)c1ccccc1 (configuration not stated)
  0%	-14%	-6%
CC(C)OC(=O)N(C)C[C@H]1OCc2cnnn2CCCC(=O)N([C@H](C)CO)C[C@H]1C
  x	2%	-15%
NC(=O)C(c1ccc(Cl)cc1)c1ncc(C(F)(F)F)cc1Cl (configuration not stated)
  -4%	-16%	-14%

Next section.
canonical_smiles | KAT2A inh | TDP1 cell noCPT | DT40 TDP1 CPT
CCOc1ccccc1NC(=O)CN1C(=O)COc2ccc(S(=O)(=O)N3CCOCC3)cc21 | -1%&1% | u | u
CCN(CC)C(=O)CN(c1cccc(OC)c1)S(=O)(=O)c1ccc(C)cc1 | -3% | u | u
O=C(COc1ccc2c(c1)OCO2)Nc1ccccc1C(F)(F)F | -2% | 9% | 23%
COC(=O)[C@@]12CCCCN1[C@H](c1ccc(-c3ccc(F)cc3)cc1)[C@H]1C(=O)N(C)C(=O)[C@H]12 | -1% | 23µM* | u
CCCCCC(=O)c1c(C)[nH]c(C(=O)OCC)c1C | -3% | u | -14%
CN1CCN(C(CNS(=O)(=O)c2ccc(Cl)cc2)c2cccnc2)CC1 (configuration not stated) | -1% | 1% | -4%
CCOC(=O)c1cccnc1SC(CC)C(=O)N1CCOCC1 (configuration not stated) | -3% | 6% | -19%
Cc1cc(C(=O)C(=O)N(C)C)c(C)n1-c1ccc(Cl)c(Cl)c1 | -5% | 21µM* | u
Cc1ccc(-n2nnc3c(=O)n(CC(N)=O)cnc32)cc1 | -2% | 28% | 2%
Cc1cccc(N2CC(C(=O)Nc3ccc(S(=O)(=O)N4CCCCC4)cc3)CC2=O)c1C (configuration not stated) | -10% | u | u
O=C(Nc1cccc(F)c1)N1CCC(n2c(=O)[nH]c3ccccc32)CC1 | -1% | u | -25%
CCOc1ccc(/C=N/NC(=O)c2cc3c(OC)cc(OC)cc3[nH]2)cc1OC | u | 16µM* | 13µM*
CCN(c1ccccc1)S(=O)(=O)c1ccc(Cl)c(NC(=O)COC(=O)c2ccc[n+]([O-])c2)c1 | -9% | -25% | 3%
COc1cc(/C=N/NS(=O)(=O)c2ccccc2)c(OC)c(OC)c1 | u | -5% | -24%
COC(=O)c1cc2occc2n1CC(=O)Nc1cccc(SC)c1 | -2% | -18% | 1%
O=C1NC[C@H](Cc2ccccc2)N(CC2CCN(CCc3ccccc3)CC2)C1=O | x | -7% | 1%
Cc1cc(C)c(S(=O)(=O)Nc2ccccc2C(F)(F)F)c(C)c1 | -26% | -12% | -7%
Cc1[nH]c2ccccc2c1/C=C/c1cnc2ccccc2n1 | x | 13µM* | u
Cc1ccc(NC(=O)CN(C)S(=O)(=O)c2ccc3[nH]c(=O)oc3c2)c(C)c1 | 0% | 20% | 11%
CCn1c(=O)c([N+](=O)[O-])c(Cl)c2ccccc21 | -2% | 2.6µM* | 2.9µM*
COC(=O)c1ccccc1NC(=O)CSc1nnnn1C1CCCCC1 | -5% | -25% | -13%
CCn1cc(-c2cc(C(F)(F)F)n3nc(C(=O)O)cc3n2)c(C)n1 | -3% | -13% | 1%
Cc1cc(NC(=O)CSc2nnc(N)s2)c([N+](=O)[O-])cc1C | -5% | -8% | 5%
Cc1nn(-c2ccccn2)c2c1C(c1ccccc1Cl)C1=C(N2)c2ccccc2C1=O (configuration not stated) | 1% | 4.6µM* | 6.5µM*
CNC(=O)C1CCN(c2nc3ccccc3nc2C(F)(F)F)CC1 | -4% | u | u
CCOc1cc(-c2noc(CCC(=O)Nc3cccnc3)n2)ccc1OC | -4% | u | u
CCC(C)(C)NC(=O)/C=C/c1cc(OC)c(OC)c(S(=O)(=O)N2CCc3ccccc32)c1 | -6% | -16% | u
C[C@@]12C(=O)N(c3cccc(Cl)c3)C(=O)N1[C@H](c1ccc(Cl)cc1)[C@@H]1C(=O)N(C3CCCCC3)C(=O)[C@@H]12 | u | u | u
COc1ccc(N(CC(=O)NCCc2ccc(Cl)cc2)S(=O)(=O)c2c(C)nn(C)c2C)cc1 | -7% | 21µM* | u
COc1ccc(N2C(=O)CC(Sc3n[nH]c(-c4ccc(C)cc4)n3)C2=O)cc1 (configuration not stated) | -7% | 10µM* | 2.9µM*
COc1cc(NC(=O)c2ccc3c(c2)OCCO3)ccc1NC(=O)c1ccccc1Cl | -3% | -26% | u
Fc1ccc(SCCc2ccccn2)cc1 | -2%&-17% | -3%&-3% | 26%&12%
COc1ccc(/C=N/N(C(C)=O)c2nc(-c3ccc(C)cc3)cs2)cc1 | 2% | 13µM* | -27%
CCCCNC(=O)[C@H]1C[C@H]1[C@@H](O)[C@H](CO)NC(=O)[C@H](CC(C)C)NC(=O)OC(C)(C)C | -7% | -11% | -17%
Cn1c(SCC(=O)c2ccc(O)c(O)c2)nnc1-c1cccs1 | -15% | u | u
CC(=O)N1CCn2c3c(c(=O)c4cc(C)ccc42)CCC31 (configuration not stated) | -6% | u | -17%
O=C(OCCN1CCCCC1)c1ccc(O)cc1 | -7% | -8% | -1%
COc1ccc2c(Cl)c(C(=O)NN)sc2c1 | -8% | -11% | -8%
Cc1ccc(S(=O)(=O)Nc2ccc(N3CCCCC3)cc2)cc1 | -11% | u | u
O=C(Oc1ccc(C(=S)N2CCC(O)CC2)cc1)c1ccc(Cl)cc1 | -2% | -6% | 24%
CO[C@H]1O[C@H](CBr)[C@@H](OC(=O)c2ccccc2)[C@H](O)[C@H]1O | x | -8% | -6%
COc1ccccc1NC(=O)N1CCOc2ccccc21 | -18% | -13% | -35%
COc1cc(-c2nnc(CSc3nnc(Nc4ccc(C(C)C)cc4)s3)o2)cc(OC)c1OC | 40%[activator] | 5.8µM* | 5.8µM*
CC(C)CCNC(=O)c1cccc(C(=O)NCCC(C)C)c1 | -1% | u | u
CN1CCN(Cc2cn[nH]c2-c2ccc(F)cc2F)[C@@H](c2ccccc2)C1 | 1% | -14% | 0%
CS/C(=C\C(=O)c1ccco1)Nc1ccccc1Cl | -1% | -30% | 3%
CCn1c(=O)cc(OCC(=O)N2CCN(c3ccc(F)cc3)CC2)c2ccccc21 | -5%&-2% | 15µM* | 23µM*
CC(C)C(C)NC(=O)CN1C(=O)NC2(CCc3ccccc3C2)C1=O (configuration not stated) | -8% | -14% | 9%
Cc1cc(C)c(S(=O)(=O)NCc2cccnc2)cc1C | -4% | -10% | -2%
